Screening results as filed in PubChem BioAssay.
rCAG RNA binder = binders of r(CAG) RNA repeats, primary screen, biochemical, fluorescence | r(CAG) RNA repeat, TO-PRO-1 dye displacement fluorescence | inhibition, % at 3 µM | 370,000 tested, 1.3% active;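 active = inhibition above the plate cutoff, the mean of all test compounds on that plate plus 3 SD, cut at about 35% in these data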;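 also: 0% = DMSO alone and 100% = 100 µM mitoxantrone as full dye displacement; higher means more dye released from RNA so lower well fluorescence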
HTRA1 inh = HTRA1 serine protease inhibitors, primary screen, biochemical, fluorescence polarization, HTS; Q92743; recombinant HTRA1, FP-rhodamine activity-based probe; inhibition, % at 5.96 µM; 340,000 tested, 0.5% active; AID 504803, 2011; in the data active = inhibition above about 36%;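 also: 0% = enzyme with DMSO and 100% = wells lacking enzyme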
mABHD4 FP = ABHD4 inhibitors, primary screen, biochemical, fluorescence polarization, mouse; 370,000 tested, 0.54% active; inhibition, % at 8.92 µM; (Lyso)-N-acylphosphatidylethanolamine lipase (Mus musculus), Q8VD66; AID 720543, 2013; purified mABHD4, FP-Rh probe fluorescence polarization;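 active = inhibition exceeding the mean over every tested compound plus 3 SD, cut at about 30% in these data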;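 also: 0% = plate median of compound wells and 100% = S159A mutant with DMSO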
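Assay system: mABHD4 protein; medium: HEPES pH 7.0, NaCl, Pluronic buffer; dosing: 8.92 µM, single dose; schedule: 45 min + 60 min at 25 °C; signal: FP readout, ex 525 nm / em 598 nm; read-out: normalized percent inhibition of probe labeling; repeats: single replicate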
TCR-CD3 inh = inhibitors of human TCR-CD3 interaction, primary screen, biochemical, fluorescence, TAMRA-labeled TCR probe; inhibition, % at 9.4 µM; T-cell receptor (TCR); 360,000 tested, 0.37% active; in the data active = inhibition above about 19%;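 also: recombinant mutant TCR 2C K166C tagged with TAMRA read by polarization; 0% = receptor in buffer alone and 100% = receptor with positive control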
LEDGF integ inh = blockers of LEDGF/p75-dependent integrase strand transfer – biochemical, TR-FRET, high throughput, primary screen; HIV-1 integrase (with human LEDGF/p75); TR-FRET IN-LEDGF/p75 DNA integration, Eu/Cy5; inhibition, % at 3.7 µM; 370,000 tested, 0.64% active; AID 743269, 2014;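 active = inhibition above the screen-wide mean plus 3 SD, cut at about 13% in these data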;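 also: signal is the Cy5 over europium emission ratio at 671 and 618 nm; 0% = plate median of compound wells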
SIAE inh = human SIAE inhibitors, primary screen, biochemical, fluorescence polarization, FP-Rh probe, 1536-well HTS. AID 1053197, 2014. inhibition, % at 9.66 µM. SIAE FP-Rh probe binding. 370,000 tested, 0.69% active;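 active = inhibition above a cutoff: mean of compounds within the control limits plus 3 SD of those, cut at about 17% in these data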;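 also: 0% = plate median of compound wells and 100% = probe without SIAE protein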
NR1D1 modulator = modulators of Rev-erb alpha DNA binding, primary screen, biochemical, FITC-DNA, fluorescence polarization, uHTS. AID 1259318, 2017. 370,000 tested, 0.79% active. Rev-erbα–FITC-DNA binding, 90 min. Nuclear receptor subfamily 1 group D member 1 (Homo sapiens), P20393. activity, % at 10 µM;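 active = activity above about 14%, limit read from the data; passing the limit was not always enough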;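 also: 0% = DMSO wells with 35 nM protein and 100% = DMSO wells with 750 nM protein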
Target sequence (P20393 whole entry, looked up): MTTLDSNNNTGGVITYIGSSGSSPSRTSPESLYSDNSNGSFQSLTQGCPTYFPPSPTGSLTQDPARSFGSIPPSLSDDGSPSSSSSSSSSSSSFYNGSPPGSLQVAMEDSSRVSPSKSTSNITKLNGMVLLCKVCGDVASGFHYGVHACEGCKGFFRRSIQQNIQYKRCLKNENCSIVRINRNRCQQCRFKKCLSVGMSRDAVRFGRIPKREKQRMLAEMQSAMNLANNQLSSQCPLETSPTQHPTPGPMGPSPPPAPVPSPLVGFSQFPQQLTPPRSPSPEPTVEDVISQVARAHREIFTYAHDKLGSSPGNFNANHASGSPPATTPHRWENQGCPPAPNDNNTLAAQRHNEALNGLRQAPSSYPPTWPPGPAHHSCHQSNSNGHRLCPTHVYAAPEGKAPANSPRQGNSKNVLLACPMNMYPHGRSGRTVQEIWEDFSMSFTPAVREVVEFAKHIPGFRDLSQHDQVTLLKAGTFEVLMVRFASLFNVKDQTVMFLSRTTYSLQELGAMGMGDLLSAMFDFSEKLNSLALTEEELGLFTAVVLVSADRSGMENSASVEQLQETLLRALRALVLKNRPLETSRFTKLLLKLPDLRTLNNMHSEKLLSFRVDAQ
PRMT1 inh = PRMT1 methyltransferase inhibitors, primary screen, biochemical, fluorescence polarization; recombinant PRMT1, activity-based probe fluorescence polarization; 370,000 tested, 1.3% active; Protein arginine N-methyltransferase 1 (Homo sapiens), Q99873; inhibition, % at 2.79 µM;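 active = inhibition above about 21% made by adding two undisclosed values, limit read from the data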
PG9 binder = binders of HIV-1 gp120 antibody PG9, primary screen, biochemical, TR-FRET | 360,000 tested, 0.43% active | HIV-1 gp120 / PG9 antibody interaction | inhibition, % at 6.7 µM | TR-FRET gp120-PG9 antibody binding; in the data active = inhibition above about 8.5%
TDP2 absorb = human TDP2 enzyme inhibitors, primary screen, biochemical, epi absorbance, recombinant enzyme; 370,000 tested, 0.34% active; inhibition, % at 12.8 µM; T5PNP hydrolysis, p-nitrophenol absorbance 415 nm;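 active = inhibition above the mean of all tested compounds plus 3 SD, set per campaign, cut at about 25% in these data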;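 also: 0% = DMSO with enzyme and 100% = buffer with substrate but no TDP2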
Target sequence (O95551 whole entry, looked up): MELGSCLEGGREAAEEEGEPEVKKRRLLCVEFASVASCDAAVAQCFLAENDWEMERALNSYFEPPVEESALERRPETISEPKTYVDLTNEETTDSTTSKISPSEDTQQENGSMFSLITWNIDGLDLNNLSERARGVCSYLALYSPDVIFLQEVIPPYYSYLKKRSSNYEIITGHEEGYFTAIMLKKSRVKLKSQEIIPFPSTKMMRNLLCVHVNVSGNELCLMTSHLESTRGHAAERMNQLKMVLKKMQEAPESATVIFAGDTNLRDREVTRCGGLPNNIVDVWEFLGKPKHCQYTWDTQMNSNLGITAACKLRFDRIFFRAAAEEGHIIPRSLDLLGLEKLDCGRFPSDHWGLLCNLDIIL
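System – recombinant human TDP2 · Quantity – TDP2 enzyme at 120 nM final · Doses – single concentration, 12.8 µM nominal, with 1% DMSO · Incubation – 2 h at 37 °C · Measured by – epi absorbance of p-nitrophenol freed from T5PNP by hydrolysis · Read-out – % inhibition relative to enzyme-containing and enzyme-free wells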
Starred values were filed as active, the others as inactive; . = not tested or not shown; & = joins results of further samples. A portion of the library. The share of hits here may be higher or lower than overall.

SMILES	rCAG RNA binder	HTRA1 inh	mABHD4 FP	TCR-CD3 inh	LEDGF integ inh	SIAE inh	NR1D1 modulator	PRMT1 inh	PG9 binder	TDP2 absorb
CC(C)CC(=O)Nc1ccc(C(=O)COC(=O)C2CC(=O)N(Cc3ccccc3)C2)cc1 (configuration not stated)	1	-6	0	12	2	-3	-2	0	2.8	1
N#Cc1ccc(N2CCOCC2)c([N+](=O)[O-])c1	1	6	-6	4	-3	-3	2	4	-0.4	-7
C[C@@H](C(=O)NCc1ccco1)N1C(=O)N2CCc3c([nH]c4ccccc34)[C@@]2(C)C1=O	0	-6	-2	5	-5	2	-7	2	0.9	6
Cc1ccccc1NC(=O)CSCCN1C(=O)c2ccccc2C1=O	-2	5	-1	-3	-2	4	-4	2	-1.2	5
COc1ccc(N2CCN(Cc3cc(=O)oc4ccc(C)cc34)CC2)cc1	1	1	-2	-1	2	1	-5	-1	-4.0	-11
O=C1OC(c2ccc(F)cc2)CC1CN1CCOCC1 (configuration not stated)	1	.	9	-11	-1	-2	-2	3	-1.9	0
O=[N+]([O-])c1ccc(O)c(/C=N/Nc2ccccc2Cl)c1	23	2	-3	-1	-7	-8	13	5	-4.3	-3
c1ccc(-c2ccccc2C2Cc3nnccc3CN2)cc1 (configuration not stated)	9	.	1	5	2	-4	-3	-2	0.6	-1
COc1cccc(NC(=S)N2CCN(S(=O)(=O)c3ccc(F)cc3)CC2)c1	2	0	-7	3	1	0	-4	-3	-0.6	2
COCCCNC(=O)C(=O)NC1CCCCC1C (configuration not stated)	-35	0	0	-2	1	-10	-3	0	1.7	11
CCCN(CCC)C(=O)CSc1nc2ccccc2c(=O)n1C1CCCC1	-11	-17	-5	8	1	-2	8	0	-1.6	-12
N/C(=N\OC(=O)c1ccccc1Cl)c1cccc([N+](=O)[O-])c1	-1	2	0	4	3	5	-6	1	-1.8	9
O=C(CSCc1ccc(F)cc1)Nc1ccc(N2CCOCC2)cc1N1CCOCC1	1	10	0	0	-2	5	0	-1	0.0	-2
N#Cc1cn(Cc2ccncc2)c(=O)[nH]c1=O	-2	2	0	-6	1	5	-1	-3	-0.9	-3
N#C/C(=C\c1c(N2CCCCCC2)nc2ccccn2c1=O)C(=O)NC1CCS(=O)(=O)C1 (configuration not stated)	1	3	-1	0	2	0	0	1	-1.8	8
CC1(C)Cc2c(C#N)c(N)n(-c3ccccc3)c(=S)c2CO1	-4	.	11	-5	-4	2	-5	6	-1.3	8
O=C(c1ccccc1)c1nn(-c2ccc(Cl)cc2)c(=O)cc1C(F)(F)F	-5	23	-7	3	23*	-2	-1	-1	0.1	3
O=C(Cc1ccccc1F)Nc1cccc(S(=O)(=O)N2CCOCC2)c1	3	-1	7	-6	1	-3	0	1	2.5	0
O=C(O)c1ccccc1C(=O)N1N=C2/C(=C/c3cccc([N+](=O)[O-])c3)CCCC2C1c1cccc([N+](=O)[O-])c1 (configuration not stated)	52*	-7	5	-3	4	8	-2	-1	-0.1	-21
COC(=O)CSc1nnc(CNc2ccc(Cl)cc2)n1Cc1ccccc1	2	2	-7	-7	3	2	-1	3	0.6	4
O=C(Nc1ccc(F)cc1)C1CCCN1S(=O)(=O)c1ccc(Br)cc1 (configuration not stated)	-3	-4	0	8	2	-5	0	0	-0.6	2
Cc1cccc(NC(=O)COC(=O)CCc2c[nH]c3ccccc23)c1	0	-1	-7	-13	3	-2	-2	-1	-1.5	-24
C/C(=N\Nc1ncc(Cl)cc1Cl)c1ccc(S(=O)(=O)NCc2ccco2)cc1	2	-15	11	3	-4	4	9	-1	-1.9	3
O=C(CSc1ccc2ccccc2n1)N1CCC(c2noc3ccc(F)cc23)CC1	-3	-68	-2	0	5	-12	2	-4	-0.4	0
Cc1ccc(-c2csc(NC(=O)N3CCOCC3)n2)cc1	10	-5	1	-2	-3	0	2	3	-0.4	1
CN(C)c1ccc(NC(=O)CN2C(=O)c3ccccc3C2=O)cc1	0	-5	-1	9	2	1	-2	-4	-6.4	1
Cc1ccc(S(=O)(=O)CCC(=O)Nc2nc(C(C)(C)C)cs2)cc1	-4	-6	-2	-5	-1	-1	4	1	-0.2	-5
Cc1ccc(N2CC(C(=O)Nc3nnc(SCC(=O)NCC4CCCO4)s3)CC2=O)cc1 (configuration not stated)	-2	-2	3	7	2	-1	-3	1	0.4	-7
CCN(CC)CCCNc1nc2ccccc2c2[nH]c3ccc(OC)cc3c12	12	-10	19	-15	19*	-5	-10	3	-0.8	-8
CCCn1c(CCC(=O)Nc2ccccc2Cc2ccccc2)nc2cc(S(=O)(=O)N3CCOCC3)ccc21	5	-34	-14	-6	2	-14	2	-2	-0.3	-4

LEDGF integ inh: entries above that show a hit
structure | HTRA1 inh | TCR-CD3 inh | LEDGF integ inh | SIAE inh | NR1D1 modulator | PRMT1 inh | PG9 binder | TDP2 absorb
O=C(c1ccccc1)c1nn(-c2ccc(Cl)cc2)c(=O)cc1C(F)(F)F | 23 | 3 | 23* | -2 | -1 | -1 | 0.1 | 3
CCN(CC)CCCNc1nc2ccccc2c2[nH]c3ccc(OC)cc3c12 | -10 | -15 | 19* | -5 | -10 | 3 | -0.8 | -8

Other structures follow.
SMILES	rCAG RNA binder	HTRA1 inh	mABHD4 FP	TCR-CD3 inh	LEDGF integ inh	SIAE inh	NR1D1 modulator	PRMT1 inh	PG9 binder	TDP2 absorb
Cc1nn(C)cc1NC(=O)C[C@H]1CC[C@H]2[C@@H](COc3ccc(NC(=O)Nc4ccccc4)cc3C(=O)N2C)O1	3	.	10	.	4	0	42*	-3	.	7
C[C@H](CO)N1C[C@H](C)[C@@H](CN(C)S(=O)(=O)c2ccc(F)cc2)Oc2c(NC(=O)CCC(F)(F)F)cccc2C1=O	-5	-1	1	1	-1	7	2	1	-0.1	-1
COc1ccc(NC(=S)N(CCc2c(C)[nH]c3ccccc23)Cc2ccco2)cc1	8	-11	3	7	-5	8	-4	-3	0.6	-1
O=S(=O)(c1ccccc1)N1CCN=C1SCc1c(F)cccc1Cl	0	-17	-10	7	0	-8	-1	1	-0.2	4
c1ccc(C2=Nn3c(nnc3-c3cccnc3)SC2)cc1	3	0	-4	5	-4	7	3	-2	-3.4	1
Cn1c(N)c(C(=O)N2CCN(c3ccccc3)CC2)c(=O)n(C)c1=O	1	5	3	3	-1	2	-8	3	-1.3	11
CCOc1ccccc1C(=O)NN1C(=O)C2CCCCC2C1=O (configuration not stated)	-5	1	-7	-2	-6	-4	1	1	0.4	-12
COc1ccc(N2CCN(c3nc4c(c(=O)n(C)c(=O)n4C)n3Cc3ccccc3)CC2)cc1	5	-4	-15	-5	3	7	8	0	-2.4	-2
N#Cc1ccc(NC(=O)Nc2ccc(Oc3ccc(NC(=O)Nc4ccc(C#N)cc4)cc3)cc2)cc1	8	-22	-28	-2	-5	-22	0	9	0.0	0
CCOC(=O)[C@]12CCC=C1N(CCC1=CCCCC1)C(=O)[C@H](CC(=O)N1CCCC1)C2	2	.	6	-1	1	1	-3	7	-1.1	-5
COc1cc(C(=O)Oc2ccc(/C=N/NC(=O)c3ccncc3)cc2)cc(OC)c1OC	1	0	-4	6	4	-13	-2	-3	1.4	-18
O=C1c2ccccc2C(c2nnnn2-c2ccc3c(c2)OCCO3)N1Cc1cccc(F)c1 (configuration not stated)	5&4	.	4&0	2&4	-2&-2	9&10	6&5	-2&-2	0.2&-1.6	11&-2
O=C(O)CN1C2=NCCCN2c2ccccc21	0	5	-1	2	-3	5	1	2	-1.1	-1
COc1cccc(N2CC34C=CC(O3)C(C(=O)O)C4C2=O)c1 (configuration not stated)	3	9	7	0	2	12	-8	-3	1.3	9
CC[C@]1(C(=O)OC)[C@H]2C(=O)N(C)C(=O)[C@H]2[C@H]2CN(C)C(=NCc3ccccc3)N21	0	3	-1	2	-2	2	-6	1	0.0	8
CCCCN1C(=O)N2Cc3cc(OC)ccc3C2CS1(=O)=O (configuration not stated)	0	.	4	.	-1	-3	4	0	.	1
Cc1ccc(C(=O)Nc2ccc(N3CCN(C(=O)c4ccco4)CC3)cc2)c(Cl)c1	4	3	5	8	-1	-4	-7	-4	-0.5	-9
N#Cc1ccc(-c2ccc(OCC(O)CN3CCCCC3)cc2)cc1 (configuration not stated)	-1	-3	1	-2	3	3	-1	-1	0.9	4
O=C(CN1CCOCC1)Nc1ccccc1-c1ccccc1	-3	3	-11	-3	-6	-2	1	5	-0.5	-12
CCOC(=O)N1CCN(c2c(NC3CCN(Cc4ccccc4)CC3)c(=O)c2=O)CC1	0	-2	-6	7	5	-1	-4	-4	-2.2	-7
N#Cc1cccc(C=C(C(=O)c2ccccc2)c2ccccc2)c1	1	.	-1	-4	-3	-1	0	2	-0.6	-12
C[C@@H]1CN([C@@H](C)CO)C(=O)Cc2cc(NC(=O)Nc3cccc4ccccc34)ccc2O[C@@H]1CN(C)S(C)(=O)=O	7	-6	1	4	-4	8	-3	1	-2.1	5
Cc1cc(C)cc(NC(=O)Nc2cc(-c3ccccc3)nn2C)c1	11	-14	-3	-9	3	1	-7	-4	-1.1	-4
COc1cccc(COc2ccc3c(C)c(Cc4ccccc4)c(=O)oc3c2)c1	3	-2	10	-4	4	-6	-2	-4	-1.1	5
COc1cc(/C=C2/C(=O)N(C)C(=S)N2C)ccc1OCc1cccc(F)c1	-1	3	-2	-3	-3	-12	7	3	-0.7	-13
C[n+]1ccccc1C1CCCC/C1=N\Nc1ccc([N+](=O)[O-])cc1[N+](=O)[O-] (configuration not stated)	5	1	2	1	3	-4	-2	-3	-3.4	-15
CCS(=O)(=O)c1nc(S(=O)(=O)c2ccc(Cl)cc2)c(NCCOC)s1	-4	0	5	-1	0	-1	4	0	-1.0	3
Cn1c(=O)[nH]c(=O)c2c1nc(CN1CCN(c3ccccc3F)CC1)n2CCCc1ccccc1	-2	7	5	0	4	9	-1	-3	-2.4	-7
COc1ccccc1OCCNC(=O)CCS(=O)(=O)c1ccccc1	3	-1	-2	1	3	6	-6	4	-1.7	2
COC(=O)c1[nH]c2cc(OC)ccc2c1NC(=O)c1ccc2c(c1)OCO2	18	1	0	-6	2	3	-6	2	-0.4	-22
COc1cc(/C=C/C(=O)NC(C)CCc2ccccc2)cc(OC)c1OC (configuration not stated)	-2	-4	1	0	3	-3	-10	1	-1.2	-8
COc1ccccc1NC(=O)CCc1c(C)[nH]c(=O)c(C#N)c1C	-2	2	2	3	-1	5	3	-3	-0.6	-1
CCCC(c1nnnn1CCc1ccccc1)N1CCC(C(N)=O)CC1 (configuration not stated)	-5	3	-7	4	-1	1	3	-1	0.4	-2
